Compound activity as filed in PubChem.
TDP1 cell CPT – DT40-hTDP1 cell growth loss with CPT | chicken DT40 Tdp1-/-;hTDP1 cells + 20 nM CPT, ATP luminescence, 48 h | Potency, µM (series often up to 46.2 µM), inactives show at the highest dose activity change, negative = growth inhibition, most hits filed as inhibitors | 420,000 compounds, 12% hits | AID 686979; also: nearly all actives have a fitted effect of over 55% in size
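Chicken DT40 Tdp1-/- cells stably complemented with human TDP1 were seeded at 400 cells/well in medium containing 20 nM camptothecin, exposed to pin-transferred compounds, and grown at 37 °C for at least 48 hr. Viability was read as ATP luminescence.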
DT40 TDP1 no CPT – qHTS for Inhibitors of human tyrosyl-DNA phosphodiesterase 1 (TDP1): qHTS in cells in absence of CPT. DT40 Tdp1-/- hTDP1 cells, no CPT, ATP luminescence, 48 h. Potency, µM (titrated, usually from 46.2 µM), for the others: at the top dose activity change, negative = growth inhibition, usual class: inhibitors. 420,000 compounds, 15% hits. AID 686978, 2013; also: nearly all actives have a fitted effect of over 55% in size
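Luminescent ATP content (CellTiter-Glo) served as the growth readout. Knockout chicken DT40 cells expressing human TDP1 were exposed to compounds without camptothecin for a minimum 48 hr at 37 °C.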
TDP1 block – blocks human tyrosyl-DNA phosphodiesterase 1; Potency, µM (titrated, usually from 130 µM), without a hit: at the highest dose activity change, negative = inhibition, actives largely listed as inhibitors; 350,000 compounds, 0.28% hits; recombinant TDP1, AlphaScreen DNA substrate cleavage; also: nearly all actives have a fitted effect of over 40% in size
Target sequence (Q9NUW8 whole entry, looked up): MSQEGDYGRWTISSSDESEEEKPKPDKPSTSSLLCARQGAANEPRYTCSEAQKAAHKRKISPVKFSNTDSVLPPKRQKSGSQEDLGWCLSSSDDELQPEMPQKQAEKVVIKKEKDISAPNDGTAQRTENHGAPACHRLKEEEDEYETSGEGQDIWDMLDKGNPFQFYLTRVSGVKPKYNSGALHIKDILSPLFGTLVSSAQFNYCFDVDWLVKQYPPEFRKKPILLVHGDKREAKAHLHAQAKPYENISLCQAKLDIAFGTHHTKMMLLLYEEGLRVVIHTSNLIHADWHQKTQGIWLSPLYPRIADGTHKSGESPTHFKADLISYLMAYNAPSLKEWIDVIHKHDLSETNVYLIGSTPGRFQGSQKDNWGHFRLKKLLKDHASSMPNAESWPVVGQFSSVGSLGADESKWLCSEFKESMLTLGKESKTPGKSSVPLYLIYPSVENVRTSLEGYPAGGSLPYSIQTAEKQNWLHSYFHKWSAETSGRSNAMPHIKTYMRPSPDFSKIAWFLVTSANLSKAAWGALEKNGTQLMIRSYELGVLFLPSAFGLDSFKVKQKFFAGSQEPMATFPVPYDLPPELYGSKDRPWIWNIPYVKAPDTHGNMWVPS
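Recombinant E. coli-expressed Tdp1 (1 nM) preincubated with compound 15 min at RT, then 5'-biotin/3'-phosphotyrosine-FITC DNA substrate (15 nM) added for 5 min. AlphaScreen beads (10 ug/ml) added, 10 min RT; tyrosine-FITC cleavage read as signal loss.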
Numbers without * were called inactive; ? = inconclusive; · = no result given; & = joins results of further samples; [ ] = another dose, or the depositor's remark. Calls follow the shape of the dose curve; as a rule, active = well fitted curve in the direction sought with a large enough effect; inconclusive = small, poorly fitted or top-dose-only effect, or another doubt; inactive = no such curve, though single readings can be large; an effect the other way counts as inactive or inconclusive. % is scaled to controls: 0 for no effect and ±100 for the full control effect; potency is read from the fitted curve at half-maximal effect.

SMILES | TDP1 cell CPT | DT40 TDP1 no CPT | TDP1 block
O=S(=O)(c1cc(F)ccc1F)N1CCC2(CC1)OCCO2 | -1% | 13% | -4%
Cc1onc(-c2ccccc2)c1C(=O)N1CCCC1 | 2% | 0% | 4%
COc1ccc2c(c1)c(N=NC(N)=S)c(O)n2CC(=O)c1ccccc1 | -6% | 6% | ·
CCc1ccc(S(=O)(=O)c2cn(C)c3ccc(C)cc3c2=O)cc1 | -27% | -26% | 4%
Cc1cc(C)c2cc(C(=O)N3CCC(C(=O)c4ccc(F)cc4)CC3)[nH]c2c1 | ? | 21µM* | 5%
O=C(O)C1C2CCC(CC2)C1C(=O)N1CCN(Cc2ccc(F)cc2)CC1 (stereo not drawn) | -19% | 1% | ·
COc1cccc(/C=C2/NC(=O)NC2=O)c1OCC(=O)Nc1ccccc1 | -7% | ? | -3%
CCCOc1ccc(-c2nc(C#N)c(N3CCN(CC)CC3)o2)cc1 | ? | ? | 7%
O=C1C=CC(=O)N1c1ccc2c(c1)Cc1cc(F)ccc1-2 | 1.6µM* | 2.1µM* | ·
Cc1nnc(SC(C(=O)Nc2cc(Cl)cc(Cl)c2)c2ccccc2)[nH]c1=O (stereo not drawn) | -16% | 3% | 5%
Cc1ccc(S(=O)(=O)N2CCOCC2)cc1C(=O)OCC(=O)N1CCc2ccccc2C1 | ? | 23µM* | -2%
CC(=O)N/C(=C\c1ccccc1)C(=O)OCC(=O)NC(C)C12CC3CC(CC(C3)C1)C2 (stereo not drawn) | 15µM* | 21µM* | 3%

Ordered by heavy-atom count (lowest first): 4 of the compounds above.
SMILES | TDP1 cell CPT | DT40 TDP1 no CPT | TDP1 block
O=S(=O)(c1cc(F)ccc1F)N1CCC2(CC1)OCCO2 | -1% | 13% | -4%
CCc1ccc(S(=O)(=O)c2cn(C)c3ccc(C)cc3c2=O)cc1 | -27% | -26% | 4%
CCCOc1ccc(-c2nc(C#N)c(N3CCN(CC)CC3)o2)cc1 | ? | ? | 7%
Cc1ccc(S(=O)(=O)N2CCOCC2)cc1C(=O)OCC(=O)N1CCc2ccccc2C1 | ? | 23µM* | -2%

Other structures:
SMILES | TDP1 cell CPT | DT40 TDP1 no CPT | TDP1 block
COc1cc(S(=O)(=O)Nc2cccnc2)ccc1Cl | -3% | -19% | ·
Fc1ccc(OCCOCCN2CCCC2)cc1 | 1% | -14% | ·
O=[N+]([O-])c1ccc(/C=N/Nc2ccc3ccccc3c2)o1 | ? | -30% | 12%
O=C(N/N=C/C(Cl)=C\c1ccccc1)c1cnccn1 | 18µM* | 21µM* | 4%
CC(=O)Nc1ccc(S(=O)(=O)NCC2CCC(C(=O)NC(C)c3ccccc3)CC2)cc1 (stereo not drawn) | 1% | -20% | 6%
Cc1ccc(S(=O)(=O)N2CC3(C)CN(S(=O)(=O)c4ccc(C)cc4)CC(C)(C2)C3)cc1 | -28% | ? | 1%
CCCCCCCCCCCCC/C=C\[C@@H](O)[C@@H](N)CO | -35% | ? | 12%[56.1 µM]
CCN=C1Cn2c(nc3scc(-c4ccccc4)c3c2=O)CN1CC | -5% | -19% | 3%
C=CCNC(=O)c1ccccc1NC(=O)C1CC(=O)N(C(C)C)C1 (stereo not drawn) | 2% | 7% | ·
CC(C)=CCC/C(C)=C/CO | 3%&-5% | 1%&-13% | 2%
O=C(Nc1ncc([N+](=O)[O-])s1)c1ccc2c(c1)OCO2 | ? | 18µM* | 10%
Cc1cc(C)nc(N(C#N)S(=O)(=O)c2ccccc2Cl)n1 | 1% | 25% | -5%
O=C(CN1CCCCC1)NC(=O)NC1CCCCC1 | 0% | 1% | -1%
CCC(=O)N1CCc2cc(S(=O)(=O)CCC(=O)Nc3c(C)n(C)n(-c4ccccc4)c3=O)ccc21 | -20% | 3% | ·
COc1ccc(CNC(=O)CCC(=O)c2ccc(F)cc2)cc1OC | -13% | 0% | 0%
CC(=O)Nc1ccccc1C(=O)N1CC(C)OC(C)C1 (stereo not drawn) | 0% | 5% | 5%
COCCCNC(=O)CC1C[C@H](C(=O)N(C(C)C)C(C)C)[C@@]2(C)c3[nH]c4ccc(OC)cc4c3CCN2C1=O (stereo partly drawn) | -16% | ? | 0%[56.1 µM]
C#CCOCCOCCOCCNc1nc(N2CCN(C(=O)CCCCCCCCCCNC(=O)[C@H](CCCCN)n3cc(C)nn3)CC2)nc(N2CCN(C(=O)CCCCCCCCCCNC(=O)[C@H](CCCCN)n3cc(CCCC(=O)O)nn3)CC2)n1 | -4% | -7% | 5%
Cc1cc(C)cc(CN2C(=O)NC3(CCCCCC3)C2=O)c1 | 8% | -13% | ·
O=C(CSc1nc2c([nH]c3ccccc32)c(=O)n1-c1cccc(C(F)(F)F)c1)N1CCc2ccccc21 | 7.3µM* | 8.2µM* | 4%
Cc1ccc2c(c1)C(c1ccc(F)cc1)N(C(=O)C1CC1)CC(=O)N2 (stereo not drawn) | -21% | ? | 7%
COc1cc(C2/C(=C(\O)c3ccc4c(c3)OCCO4)C(=O)C(=O)N2Cc2ccco2)ccc1O (stereo not drawn) | 0% | 2% | 1%
CSCCC(NS(=O)(=O)c1ccc(C)cc1)C(=O)N1CCCC1 (stereo not drawn) | 2% | -4% | 8%
CC(=O)N1CCC2(CC1)OC(=O)C(C)=C2C(=O)NCc1ccc(Cl)cc1 | 10% | 0% | 7%
COC(=O)c1cc(S(=O)(=O)N2CCN(Cc3ccccc3)CC2)cn1C | -20% | -14% | ·
O=S(=O)(NCc1cc(-c2ccccc2Cl)no1)c1ccccc1 | -27% | -27% | 4%
C=CC[C@H]1CC(C)=C[C@H](CC=C)N1C(=O)c1cc(COc2ccccc2SC)on1 | ? | 15µM* | 1%
COc1cccc(/C=N/Nc2nnc(C)n2N)c1O | ? | 21µM* | ·
Cc1ccccc1OCC(=O)NCC(=O)OCC(=O)c1ccc([N+](=O)[O-])cc1 | 26µM* | 11µM* | 0%&3%
COc1cc(C2C(C(=O)c3ccco3)=C(O)C(=O)N2Cc2cccnc2)cc(OC)c1OC (stereo not drawn) | 12% | 1% | -4%
CC(=O)NC(Cc1c[nH]c2ccccc12)C(=O)Nc1ccc2c(c1)OCO2 (stereo not drawn) | 12% | 3% | 2%
CC1(C)CC(=O)C(C=NCCN2CCN(CC(=O)Nc3ccc(Cl)cc3)CC2)=C(O)C1 | 0% | -5% | -3%
CN(C(=O)c1ccc(NC(=O)Cc2ccc(NC(=O)C3CCN(C(=O)C4CCCC4)CC3)cc2)cc1)C1CCCC1 | ? | ? | ·
CC(=O)NC1(C2CCCCC2=O)CCCCC1 (stereo not drawn) | -7% | 0% | -2%
COc1cc(Cl)c(C)cc1NC(=O)c1cnc2c(-c3cccc(C)c3)c(C)nn2c1C | ? | ? | -1%
O=C(CCNS(=O)(=O)c1ccccc1)OCC(=O)c1ccc(F)cc1 | 19% | 7% | -1%

Random excerpt: five entries already listed
SMILES | TDP1 cell CPT | DT40 TDP1 no CPT | TDP1 block
COCCCNC(=O)CC1C[C@H](C(=O)N(C(C)C)C(C)C)[C@@]2(C)c3[nH]c4ccc(OC)cc4c3CCN2C1=O (stereo partly drawn) | -16% | ? | 0%[56.1 µM]
COc1ccc2c(c1)c(N=NC(N)=S)c(O)n2CC(=O)c1ccccc1 | -6% | 6% | ·
Cc1cc(C)nc(N(C#N)S(=O)(=O)c2ccccc2Cl)n1 | 1% | 25% | -5%
O=C(CN1CCCCC1)NC(=O)NC1CCCCC1 | 0% | 1% | -1%
CC(=O)NC(Cc1c[nH]c2ccccc12)C(=O)Nc1ccc2c(c1)OCO2 (stereo not drawn) | 12% | 3% | 2%

The list continues:
SMILES | TDP1 cell CPT | DT40 TDP1 no CPT | TDP1 block
COc1ccc(NC(=O)Nc2nccs2)cc1 | 13µM* | 16µM* | 7%
CCOc1ccc2c(c1)S/C(=C\c1cccs1)C(=O)N2 | ? | ? | ·
COc1ccc(C(=O)COC(=O)Cn2cnc3ccccc3c2=O)c(OC)c1 | -30% | ? | -7%
CC(C)Cn1c(N2CCN(CC(=O)Nc3ccc(Cl)cc3)CC2)nc2ccccc21 | ? | 21µM* | 3%
N#Cc1ccc(CN2CCN(C(=O)Cn3nc(C(N)=O)c4ccccc4c3=O)CC2)cc1 | -20% | -28% | 10%
CCC(=O)N1c2ccccc2C(C)(c2ccccc2)CC1(C)C (stereo not drawn) | -16% | -28% | ·
COc1ccc(OCCN(C)Cc2c(O)ccc3ccccc23)cc1 | -26% | -29% | -10%
COc1ccc(OCCc2nnc(N)s2)cc1 | 2% | -5% | 6%
COCCCN(C(=O)Cc1ccc(S(=O)(=O)N2CCOCC2)s1)c1c(N)n(Cc2ccccc2)c(=O)[nH]c1=O | -5% | 18% | ·
Cc1cc(C)c(C)c(S(=O)(=O)N2CCN(C(=O)c3cc(=O)[nH]c4ccccc34)CC2)c1C | ? | 13µM* | 1%
Cc1ccc(Cl)cc1N1CCN(C(=O)c2ccc(CS(=O)(=O)c3ccc(Br)cc3)o2)CC1 | ? | ? | 5%
O=C(N[C@@H](c1ccccc1)[C@@H]1C[C@H]1C(=O)O)OCc1ccccc1 | -15% | -7% | -7%&12%
COc1ccc(CC(=O)N/N=C(\C)c2cccnc2)cc1OC | 4% | 0% | 3%
COP1(=O)C[C@@H](O)[C@@H](O)[C@@H](COCc2ccccc2)O1 (stereo partly drawn) | 14% | 0% | ·
CC(=O)Nc1cc(C(=O)N2CC3(C)CC2CC(C)(C)C3)cc2ncn(CCc3ccccn3)c12 (stereo not drawn) | ? | 23µM* | ·
CCc1ccc(-c2nc3c(c(SCc4ccccc4F)n2)Cc2c(CO)cnc(C)c2O3)cc1 | -1% | 5% | -3%
CN(CC(=O)NCc1ccccn1)S(=O)(=O)c1ccc(F)cc1 | -4% | -19% | 2%
Fc1cc(F)c(F)c(SCn2cc(Br)cn2)c1F | -12% | -10% | -6%
CN(C)c1ccc(NS(=O)(=O)c2ccc(-c3csnn3)cc2)cc1 | ? | 13µM* | -8%
COc1ccc(NC(=O)CN(C)S(=O)(=O)c2ccc3c(c2)CCCN3C(C)=O)cc1 | ? | 14%&-17% | 1%&7%
CCC(=O)Nc1nc2c(s1)COc1ccccc1-2 | -2% | -18% | 0%
COc1cc(C(=O)OCC(=O)c2ccc(S(=O)(=O)N3CCCCC3)cc2)cc(OC)c1OC | -4% | 2% | 2%
O=C(N/C(=C/c1ccc(F)cc1)C(=O)N1CCOCC1)c1ccccc1 | -13% | -2% | ?
CN1/C(=C\P(=O)(N(C)C)N(C)C)C(C)(C)c2ccccc21 | 5.8µM* | 3.7µM* | 2%
O=C(Nc1ccc(Br)cc1)c1ccc(Br)c(S(=O)(=O)N2CCCCC2)c1 | ? | 18µM* | 12%
O=C(NCc1ccccc1)c1cnc(-c2ccccn2)nc1C(F)(F)F | -12% | -8% | 4%
COc1ccc(OC)c(CCNC(=O)CCn2nc(C)c3c(C)n(-c4ccccc4)nc3c2=O)c1 | -1% | -5% | 1%
O=c1[nH]n(-c2ccccc2)c(=O)cc1Cl | 1% | -8% | ·
CC(=O)N1C(=O)NC(c2ccccc2)=C([N+](=O)[O-])C1c1ccccc1 (stereo not drawn) | -18% | -15% | 3%
O=C(O)c1ccccc1SCc1ccc2c(c1)OCO2 | 1% | -5% | 6%
COCc1cc(Sc2ccc(Cl)cc2)nc(-c2ccccc2)n1 | ? | ? | ·
CN(C)c1ccc(C(=O)N/N=C/c2cc(Br)cc(Br)c2O)cc1 | 6.5µM* | 12µM* | ·
COC(=O)C1=CN(c2ccc(N3CCOCC3)cc2)C(N)=C(C#N)C1c1cccc(OC)c1OC (stereo not drawn) | -14% | ? | ·
CC(=O)N1c2ccc(S(=O)(=O)NCC3CCC(C(=O)NC4CCCCC4)CC3)cc2CC1C (stereo not drawn) | -19% | 2.9µM* | -14%
O=C(Oc1ccc(C(=S)N2CCOCC2)cc1)c1cccc(Cl)c1 | -8% | -5% | 4%
CCOC(=O)Cc1csc(NC(=O)Nc2ccc(OC(F)(F)F)cc2)n1 | ? | 18µM* | 1%
COC(=O)c1cccc(CN2C(=O)SC(Nc3ccccc3C)C2=O)c1 (stereo not drawn) | 1% | 0% | 1%
CC(C)CNC(=O)CN(c1ccccc1)S(=O)(=O)c1ccccc1[N+](=O)[O-] | 7% | -7% | 14%[0.0935 µM]
CN(C)CCCNCCCCNC(=O)/C=N/O | -21% | 0% | 7%
Cc1ccccc1-n1ncc2c1CC(C)(C)CC2NC(=O)CCC1=NNC(=O)CC1 (stereo not drawn) | 1% | 3% | 5%
COCCNC(=O)C1Cc2cc(S(=O)(=O)N3CCCC3)ccc2N1C(C)=O (stereo not drawn) | -1% | 12% | 2%
CCCn1nnnc1SCC(=O)c1ccc(NC(C)=O)cc1 | -15% | -11% | -1%
